Source: PubChem BioAssay
MEX-5 binding = C. elegans MEX-5 TCR-2 RNA binding activity. activity score (negative = inhibition of binding), % at 10 µM. Q9XUB2. MEX-5/FITC-TCR2 RNA binding, fluorescence polarization; active compounds read low. actives 0.38% (n = 300,000);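 active = inhibition past about -25% in most replicates, and total fluorescence under double the plate's negative control median, limit read from the data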;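 also: 0% = DMSO and -100% = 5 µM competing unlabeled TCR2 RNA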
PME-1 inh = blocks human protein phosphatase methylesterase 1; recombinant PME-1, FP-Rh probe fluorescence polarization; inhibition, % at 5.9 µM; actives 0.53% (n = 320,000);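 active = inhibition above the campaign mean of all compounds plus 3 SD, cut at about 26% in these data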;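 also: competitive labeling of PME-1 active site by serine hydrolase directed probe; 0% = PME-1 with DMSO and 100% = wells lacking PME-1 enzyme; inhibitors block probe labeling so polarization falls and inhibition rises; many of its hits are not listed in these tables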
Fam108B counter = Fam108B inhibition, counter-screen for RBBP9 inhibitors. recombinant Fam108B, FP-Rh probe fluorescence polarization. actives 0.33% (n = 300,000). inhibition, % at 9.51 µM;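 active = inhibition above the screen mean inhibition plus 3 SD, computed separately per campaign, cut at about 18% in these data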;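 also: inhibitors lower polarization as less probe binds the enzyme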
GRK2 inh = inhibitors of human GRK2 displacing RNA aptamer | inhibition of aptamer binding, % at 10 µM | actives 0.59% (n = 330,000) | bead flow cytometry, FAM-aptamer displacement from GRK2 | P25098;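 active = inhibition of aptamer binding above 40%, roughly 3 SD of noise, on plates passing a quality check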;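 also: median bead fluorescence of bound FAM aptamer so fluorescent compounds give negative values; no value below 0 was filed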
Target sequence (P25098 whole entry, looked up): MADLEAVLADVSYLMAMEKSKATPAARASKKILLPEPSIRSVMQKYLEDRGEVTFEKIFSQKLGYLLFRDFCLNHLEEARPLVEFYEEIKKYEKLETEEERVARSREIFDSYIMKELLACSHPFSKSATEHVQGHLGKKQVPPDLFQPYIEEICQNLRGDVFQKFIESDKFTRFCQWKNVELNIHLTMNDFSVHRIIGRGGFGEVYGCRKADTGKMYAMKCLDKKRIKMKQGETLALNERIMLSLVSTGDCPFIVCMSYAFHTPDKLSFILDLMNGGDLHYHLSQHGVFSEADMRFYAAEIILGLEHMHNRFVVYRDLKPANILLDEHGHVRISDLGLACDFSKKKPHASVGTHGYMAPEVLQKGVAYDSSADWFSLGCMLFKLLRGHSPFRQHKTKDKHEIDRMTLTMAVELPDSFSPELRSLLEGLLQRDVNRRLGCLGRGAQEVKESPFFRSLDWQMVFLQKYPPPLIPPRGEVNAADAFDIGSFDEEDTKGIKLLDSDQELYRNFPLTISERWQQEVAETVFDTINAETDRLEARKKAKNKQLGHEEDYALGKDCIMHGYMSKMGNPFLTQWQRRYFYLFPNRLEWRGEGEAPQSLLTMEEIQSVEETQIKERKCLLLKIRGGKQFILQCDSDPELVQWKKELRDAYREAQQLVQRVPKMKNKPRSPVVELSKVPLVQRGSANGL
Efflux pump mplx = antifungal efflux pump inhibition, Nile Red retention | AID 485275 | actives 0.44% (n = 330,000) | S. cerevisiae Candida pump triplex | inhibition, % at 10 µM;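 active = plate passing quality check with inhibition over a set limit, or well fluorescence over plate mean plus 4 SD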;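 also: Nile Red retained in pooled yeast measured as flow cytometry median fluorescence; 0% = buffer negative control and 100% = Enniatin B positive control; higher means more Nile Red kept so more efflux inhibition; some compounds called inactive have numbers as strong as hits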
BCLXL inh = Bcl-xL (human) inhibition | Q07817 | GST-Bcl-xL / FITC-Bim BH3 peptide fluorescence polarization | inhibition, % at 10.9 µM | actives 0.7% (n = 320,000) | AID 2129;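 active = inhibition above the mean of all tested compounds plus 3 SD, cutoff set per campaign, cut at about 30% in these data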;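 also: 0% = DMSO wells and 100% = unlabeled Bim-BH3 peptide competitor; inhibitors lower millipolarization by displacing the labeled peptide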
MCL1-BIM inh = MCL1-BIM-BH3 interaction inhibition (human); inhibition, % at 10.9 µM; Q07820; actives 0.68% (n = 320,000); GST-MCL1 / FITC-Bim-BH3 fluorescence polarization;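 active = inhibition above the mean inhibition of all tested compounds plus 3 SD, set per campaign, cut at about 40% in these data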;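 also: 0% = DMSO wells and 100% = unlabeled Bim-BH3 peptide control; higher means more loss of mP so more displacement of Bim peptide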
Target sequence (Q07820 whole entry, looked up): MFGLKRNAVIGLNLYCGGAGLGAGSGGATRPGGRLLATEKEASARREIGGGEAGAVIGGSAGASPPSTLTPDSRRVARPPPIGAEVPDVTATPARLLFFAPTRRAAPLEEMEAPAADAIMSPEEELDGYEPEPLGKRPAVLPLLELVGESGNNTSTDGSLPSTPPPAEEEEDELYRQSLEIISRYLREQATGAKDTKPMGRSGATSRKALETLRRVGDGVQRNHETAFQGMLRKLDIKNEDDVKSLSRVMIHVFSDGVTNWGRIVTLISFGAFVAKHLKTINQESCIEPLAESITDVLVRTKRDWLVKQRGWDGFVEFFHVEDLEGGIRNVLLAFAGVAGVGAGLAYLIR
GLD-1 TGE inh = GLD-1-TGE RNA interaction inhibition (C. elegans). Q17339. purified GLD-1 + fluorescein TGE RNA, fluorescence polarization. inhibition, % at 5.96 µM. actives 0.44% (n = 320,000). AID 2280;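 active = percent inhibition above a per-plate cutoff, the plate mean of test compounds plus 3 SD, cut at about 30% in these data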;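 also: 0% = DMSO wells with GLD-1 and probe and 100% = wells lacking GLD-1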
VLA-4 inh = inhibition in a human VLA-4 binding assay. VLA-4 expressing cells, ligand binding flow cytometry. AID 2557. actives 0.2% (n = 330,000). inhibition, % (about 7 µM as worked out from the volumes in the protocol). P13612; in the data active = inhibition above about 50%
The depositor's hits bear a star; nt = no result given.

SMILES	MEX-5 binding	PME-1 inh	Fam108B counter	GRK2 inh	Efflux pump mplx	BCLXL inh	MCL1-BIM inh	GLD-1 TGE inh	VLA-4 inh
COc1ccc(S(=O)(=O)N2CCCCC2)cc1NC(=O)Cn1cnc2ccccc2c1=O	nt	0	nt	1	-0.1	0	1	1	0
C[C@H](CO)N1C[C@H](C)[C@@H](CN(C)S(=O)(=O)c2cccs2)Oc2c(NC(=O)C3CCCCC3)cccc2C1=O	nt	nt	nt	5	1.0	nt	nt	6	-16
Cc1ccc(C(=O)n2nc(-c3ccco3)nc2N)cc1	0.2	-5	-3	0	0.1	-1	3	5	-11
Cc1oc(-c2ccccc2)cc1C(N)=O	3.0	-1	-1	0	0.0	10	7	7	4
Cn1c(CCNS(=O)(=O)c2ccccc2)nnc1SCc1cccnc1	-0.6	-1	-1	0	0.0	-7	-5	-7	13
O=C(c1cc2ccccc2oc1=O)N(c1ccc(Cl)cc1)C1C=CS(=O)(=O)C1 (stereo not given)	2.7	2	0	1	0.2	5	10	-5	-16
COc1ccc(CCNC(=O)C(=O)c2cn(CC(=O)N3CCOCC3)c3ccccc23)cc1OC	0.7	2	1	1	-0.1	1	0	-1	-10
CCOC(=O)CSc1nc(N)c(C(=O)Nc2ccc(N(C)C)cc2)s1	-1.9	-1	1	0	0.2	0	7	0	-1
Cc1n[nH]c(C)c1S(=O)(=O)NCCc1ccc(Cl)cc1	nt	-6	3	0	0.0	-2	-5	-5	18
O=C(Nc1nccs1)c1ccc(-c2ccc(F)cc2)o1	1.2	2	-8	0	0.1	8	-4	-2	2
O=C1CCCc2cc(S(=O)(=O)N3CCC(C(=O)NCc4ccccc4)CC3)ccc2N1	1.1	-9	-1	2	0.0	-7	-4	2	6
Cc1ccc(-n2ncc(C#N)c2N)cc1	-4.6	-3	-4	6	0.1	2	-1	-2	8
O=C(Nc1nccs1)c1cccc(N2C(=O)C3C4C=CC(C4)C3C2=O)c1 (stereo not given)	-0.5	-3	1	4	-0.2	6	0	-3	2
COc1ccc(N(CC(=O)NCc2cccc(OC)c2)S(=O)(=O)c2c(C)noc2C)cc1	2.4	-2	-2	0	0.0	6	2	2	-20
Cc1cc(C)c(C(=O)COC(=O)[C@H](C)Nc2ccc(C(F)(F)F)cc2[N+](=O)[O-])c(C)c1	-0.1	-1	0	0	0.0	-2	-10	-2	2
O=C(N/N=C/c1ccc(O)c([N+](=O)[O-])c1)c1ccncc1	2.2	1	0	2	0.0	-1	9	0	-3
CCCCc1[nH]c(=O)c(C#N)c2c1CSC(C)(C)C2	-3.4	4	0	2	0.1	12	8	9	-9
Cc1noc(C)c1C(=O)NNc1ccc(C(C)C)cc1	-1.5	2	-2	0	0.0	5	4	9	-7
COC(=O)c1cnc(Nc2cc(C)ccc2OC)c2ccccc12	2.2	2	0	1	0.8	-1	-4	9	13
Cc1ccc(OS(=O)(=O)c2c(C)nn(C)c2Cl)c(C)c1	1.3	7	2	28	0.0	4	8	8	1
CC(C)(C)NS(=O)(=O)c1ccc(CCC(=O)Nc2ccc3c(c2)OCCO3)cc1	-0.1	-10	-1	0	-0.1	3	5	2	13
CCCCNc1ncnc2c1cnn2-c1ccc(Cl)cc1	-0.1	-1	-2	2	0.0	2	1	1	19
CCC(=O)Nc1ccc(N2CCN(Cc3ccccc3)CC2)cc1	0.1	-3	3	0	0.1	7	7	12	11
O=C(Nc1ccc2nc(-c3cccs3)c(-c3cccs3)nc2c1)N1CCOCC1	-4.4	-9	4	11	0.1	10	9	4	7
COC(=O)C(C)Sc1nc2c(c(=O)n1-c1ccccc1)SCC2 (stereo not given)	1.4	0	0	1	0.2	-3	-1	-3	12
O=C(N/N=C/c1ccc([N+](=O)[O-])o1)c1cn(-c2ccccc2)nc1-c1ccc(F)cc1	-3.1	1	1	0	-0.2	-1	-3	6	1
CC1CC(C)(C)CC2(C1)NC(=O)N(CC(=O)Nc1c(F)cccc1F)C2=O (stereo not given)	nt	-3	nt	2	0.1	4	2	1	0
COc1cc2nc(N3CCN(C(=O)OCc4ccccc4)[C@H](C(=O)NC(C)(C)C)C3)nc(N)c2cc1OC	nt	-4	-1	0	0.0	7	-1	-1	15
COc1cccc(CN(C)CC(=O)Nc2c(C)cccc2C(C)C)c1	-0.8	14	1	4	0.0	2	-17	7	0
COc1ccc(C(=O)Nc2nc(-c3ccc([N+](=O)[O-])cc3)c(-c3ccccc3)s2)cc1	-162*	-2	-4	11	0.0	-1	4	0	-7
CCOc1ccc(NC(=O)CN(C)C(=O)CSC(C)C(=O)Nc2cc(C)on2)cc1OCC (stereo not given)	4.0	-5	0	0	0.0	7	14	5	0
NNC(=O)c1cc(C23CC4CC(CC(C4)C2)C3)[nH]n1	-1.5	-17	-5	0	-0.2	3	0	-1	9
COc1cccc(/C=N/NC(=O)CNC(=O)c2cccs2)c1O	-2.5	2	1	0	0.0	1	2	-10	5
COc1ccc(-c2nn(-c3ccccc3)cc2C(=O)Nc2nc(CC(C)=O)ns2)cc1	-0.2	-38	-20	0	0.0	-5	6	2	2
CN(C)c1ccc(N/C=C/C(=O)c2ccco2)cc1	-2.6	1	0	2	-0.1	12	12	-4	6
CC(=O)Nc1cccc(-c2nn[nH]n2)c1	-5.1	0	8	0	-0.1	6	6	-2	-4
O=C(NNC(=S)Nc1ccc(Cl)cc1Cl)c1ccncc1	10	3	3	0	0.1	5	6	-1	23
CC(C)COCC(O)CC(Cc1ccccc1)C(=O)NN (stereo not given)	2.1	0	-1	0	0.0	5	3	5	-1
O=C(Cc1ccc(S(=O)(=O)N2CCOCC2)s1)Nc1ccccc1N1CCOCC1	-0.2	-1	0	0	0.0	7	12	19	-17
CC(=O)c1ccc(S(=O)(=O)NC2CCSc3ccccc32)cc1 (stereo not given)	-1.3	2	1	1	0.0	2	-3	2	-1
Cc1ccc(C(C)NC(=S)NCc2ccc(F)cc2)cc1C (stereo not given)	1.7	6	0	0	0.2	0	4	5	-6
Cn1cc(C(=O)c2cccc(Cl)c2)cc1C#N	1.3	-6	3	0	0.1	6	2	-1	-3
CC(C)c1c(O)nc(SCCOc2ccc(Cl)cc2)[nH]c1=O	-2.7	0	6	3	-0.1	6	3	5	-3
COCCNc1ccc(-c2n[nH]c(=O)c3ccccc23)cc1[N+](=O)[O-]	3.4	1	-9	0	-0.1	1	9	0	0
CN(C)C(CNC(=O)c1cc(-c2ccco2)nc2ccccc12)c1ccccc1 (stereo not given)	nt	nt	nt	5	0.4	nt	nt	5	3
O=C(Nc1ccc(F)cc1F)c1cc2nc3c(c(C(F)(F)F)n2n1)CCCC3	4.4	0	2	0	0.3	2	7	-3	14
COc1ccc(/C=C(\C#N)C(=O)c2cccn2C)cc1	0.4	3	-5	0	0.1	0	2	-6	3
O=S(=O)(Nc1cc(S(=O)(=O)N2CCOCC2)ccc1N1CCOCC1)c1ccc2c(c1)OCCO2	-2.9	2	2	1	0.1	7	-5	5	0

MEX-5 binding, hit marks shown above.
SMILES,MEX-5 binding,PME-1 inh,GRK2 inh,Efflux pump mplx,BCLXL inh,MCL1-BIM inh,GLD-1 TGE inh,VLA-4 inh
COc1ccc(C(=O)Nc2nc(-c3ccc([N+](=O)[O-])cc3)c(-c3ccccc3)s2)cc1,-162*,-2,11,0.0,-1,4,0,-7

(cont.)
SMILES	MEX-5 binding	PME-1 inh	Fam108B counter	GRK2 inh	Efflux pump mplx	BCLXL inh	MCL1-BIM inh	GLD-1 TGE inh	VLA-4 inh
CCN1CCN(c2ncnc3c2cnn3-c2ccccc2)CC1	-1.8	-2	-3	0	-0.1	3	2	2	-14
O=C(CCCN1C(=O)S/C(=C\c2ccccc2)C1=O)NNC(=O)c1ccccc1O	-1.1	-1	2	1	-0.2	5	3	-3	10
O=C(COCc1cc(-c2ccco2)on1)NC1CCCCC1	-1.1	-9	3	0	0.1	3	-1	-6	-12
O=C(COC(=O)c1cc(S(=O)(=O)N2CCOCC2)ccc1Cl)Nc1ccc2c(c1)OCO2	2.8	2	0	0	0.0	-1	-5	-8	1
CC(NS(=O)(=O)c1ccc(CCC(=O)NCc2ccco2)cc1)c1ccccc1 (stereo not given)	-1.4	-1	1	0	-0.3	4	0	-3	-7
Cc1ccnc(NCc2cccc3ccccc23)c1	0.5	-2	0	0	0.2	-4	-2	-2	-3
CC(c1ccccc1)N(CC(=O)NC1CCCCC1)S(=O)(=O)c1cccc(C(F)(F)F)c1 (stereo not given)	1.2	2	-2	0	0.3	3	-1	5	11
CCn1cc(C2=NOC(C(=O)Nc3ccccc3C(=O)OC)C2)c(C)n1 (stereo not given)	3.2	9	2	2	0.0	7	3	-2	-3
Cc1ccc(C(=O)OC(C)C(=O)NC2CCCCC2)cc1S(=O)(=O)N1CCCCC1 (stereo not given)	nt	8	nt	4	-0.1	2	2	5	0
COc1cc([N+](=O)[O-])ccc1NC(=O)Nc1ccc2c(c1)OCCO2	-0.7	19	19*	0	0.1	-1	4	2	0
CCCc1nc2ccccc2c(C(=O)OCC(=O)c2ccc3c(c2)NC(=O)CO3)c1CC	0.4	8	-3	2	0.1	0	-3	2	-8
O=C(CSc1nccc(=O)[nH]1)N1CCN(c2ccccc2)CC1	-0.3	-5	4	0	0.0	6	0	13	-7
CNCCNC[C@H](Cc1cccc2ccccc12)NCCc1ccccc1	nt	nt	nt	5	0.2	nt	nt	3	9
Cc1cc(C)c2[nH]c(C(=O)N3CCC(n4nccc4NC(=O)C4CC4)CC3)c(C)c2c1	-0.4	nt	nt	0	-0.1	nt	nt	nt	9
CCOc1ccc(NC(=O)N[C@@H](Cc2ccccc2)C(=O)O)cc1	-0.6	3	7	1	-0.2	9	7	2	1
COc1ccc(OC)c2c1CC(C)(C)NC2=O	0.4	-2	-1	0	-0.1	3	-1	4	2
CCOc1ccccc1CN1CCNC(=O)C1CC(=O)N(C)Cc1cnccn1 (stereo not given)	-2.3	6	-1	0	0.3	11	15	4	10
CC1CC(C)(C)N2C(=O)C(=C(C#N)C#N)c3cccc1c32 (stereo not given)	-0.5	1	-2	0	0.1	1	1	-1	9
Cc1ccccc1CSc1nnc(-c2ccccc2)c(=O)[nH]1	1.0	2	-2	3	0.0	7	6	5	10
CCN(CC)c1ccc(C(=O)N/N=C/c2ccc(N3CCOCC3)cc2)cc1	-6.3	3	0	0	0.0	6	-1	0	3
COc1ccc(CCNC(=O)c2cc(-c3ccncc3)nc3c(Cl)cccc23)cc1OC	0.8	6	-5	1	0.3	1	10	-6	4
Cc1cc(=O)oc2cc(OC(C)C(=O)NC3CCN(Cc4ccccc4)CC3)ccc12 (stereo not given)	0.7	2	5	0	-0.2	2	3	-1	1
CCC(Oc1ccccc1)C(=O)OCC(=O)N(CC)c1c(N)n(Cc2ccccc2)c(=O)[nH]c1=O (stereo not given)	3.4	8	0	2	-0.1	0	-2	-2	1
CCC(=O)Nc1nnc(SCC(=O)Nc2ccc(F)cc2)s1	2.3	7	2	1	0.3	4	1	-6	-8
CC(C)CNC(=O)CN(c1cccc(Cl)c1)S(C)(=O)=O	0.5	0	2	3	0.1	0	4	7	3
Cc1cc(C)c(C(=O)C(C)OC(=O)Cn2cnc3c2c(=O)n(C)c(=O)n3C)cc1C (stereo not given)	0.1	1	1	0	0.0	1	-6	1	6
CC1=NN(c2ccccc2)C(=O)/C1=C\c1sccc1C	0.7	0	3	1	0.0	5	2	7	-2

Not all compounds are listed; the hit share may differ from the screen's.
